influenza NS1A: H1N1 influenza NS1A inhibitors, functional cell based assay (AID 504329) | NS1A functional cell-based assay, percent inhibition; higher % means a stronger effect | 340,000 tested, 0.3% active | inhibition, % at 12.5 µM, or IC50 in µM where a hit was titrated; in the data active = a potency from the dose series; inconclusive = inhibition above about 27% without an active follow-up result; note: strong numbers were not always called active
M. tuberculosis: growth inhibition of non-replicating M. tuberculosis (AID 488890) | Mycobacterium tuberculosis non-replicating, growth inhibition; higher % means a stronger effect | inhibition, % at 25 µM, or IC50 in µM where a hit was titrated | 320,000 tested, 0.39% active; in the data active = a potency from the dose series; inconclusive = inhibition mostly from about 82% at the one dose, without a potency; inactive = the rest, 99 in 100 with inhibition below about 76%;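 note: plate controls were DMSO cells for no effect and high antibiotic wells for full effect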
VEEV TC-83 Vero: inhibitors of VEEV TC-83 cytopathic effect, confirmation, Vero cells (AID 588727) | Vero cells, VEEV TC-83 cytopathic effect inhibition; higher % means a stronger effect | inhibition, % at 20 µM, or IC50 in µM where a hit was titrated | 350,000 tested, 0.13% active; in the data active = a potency from the dose series; inconclusive = inhibition mostly from about 14% at the one dose, without a potency; inactive = the rest, 99 in 100 with inhibition below about 12%; note: strong numbers were not always called active
PhoP GFP inhibition: PhoP regulon inhibitors, Salmonella typhi PhoP promoter GFP reporter, confirmatory (AID 1850). Salmonella Typhi PhoP-promoter GFP reporter, fluorescence, 4 h; higher % means a stronger effect. one-dose inhibition, % at 50 µM; IC50 in µM for titrated hits. 310,000 tested, 0.33% active; in the data active = a potency from the dose series; inconclusive = inhibition mostly from about 25% at the one dose, without a potency; inactive = the rest, 99 in 100 with inhibition below about 19%;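 note: 0% = induced wells with vehicle and 100% = uninduced wells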
M. tuberculosis HTS: M. tuberculosis growth inhibition, HTS (AID 449762). M. tuberculosis H37Rv growth inhibition, 7H9 media; higher % means a stronger effect. inhibition, % at 25 µM; hits with a dose series show IC50 in µM. 330,000 tested, 0.59% active; in the data active = a potency from the dose series; inconclusive = inhibition above about 70% without an active follow-up result;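 note: bacterial growth assessed after seven days of incubation; strong numbers were not always called active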
Numbers without * were called inactive; i = inactive; ? = inconclusive; / = not tested or not shown.

SMILES	influenza NS1A	M. tuberculosis	VEEV TC-83 Vero	PhoP GFP inhibition	M. tuberculosis HTS
CC1(C)CC(=O)c2cn3ncnc3nc2C1	1%	-3%	i	-1%	-3%
C[C@@H]1NS(=O)(=O)c2cc(Cl)ccc2O[C@@H]1c1ccccc1	-2%	/	1.9%	/	/
O=C(CNC1CCCCC1)NN=C(c1ccccc1)c1ccccc1	-6%	28%	i	-3%	3%
CCOc1ccc(C2CC(=O)n3nc(C45CC6CC(CC(C6)C4)C5)nc3S2)cc1OC (centres undefined)	4%	13%	1.3%	10%	5%
O=C(COc1ccccc1)N[C@@H]1c2ccccc2CC[C@H]1OCc1ccccc1	-3%	/	2.4%	/	/
COc1ccc(CCNS(=O)(=O)c2ccc(F)cc2)cc1OC	6%	62%	0.8%	-1%	0%
Cc1ccc(NC(=O)NCCCN2CCCC2=O)cc1Cl	-1%	-3%	0.5%	-10%	-6%
COC(=O)c1cc(OC)c(OC)cc1NC(=S)N1CCN(C)CC1	2%	0%	i	1%	15%
CC1CC(C)CN(Cc2nc(N)nc(Nc3ccc4ccccc4c3)n2)C1 (centres undefined)	1%	?	>25µM*	7%	42%
COc1ccc(NC(=O)C2CCCN(S(=O)(=O)c3cccnc3)C2)cc1 (centres undefined)	7%	8%	1.3%	-2%	-3%
O=C(CSc1cccc[n+]1[O-])Nc1cccc(Oc2ccccc2)c1	11%	10%	i	2%	2%
O=C(NCCc1ccccc1Cl)c1ccc2nc3ccccc3c(=O)n2c1	-14%	2%	9.2%	-2%	9%
CC(C)(C)OC(=O)N[C@H](/C=C/c1ccccc1)C(=O)OC(C)(C)C	-2%	-3%	1.5%	/	-2%
COC(=O)NNC(=O)Cc1cccc2ccccc12	-7%	-10%	i	1%	-7%
CC1(c2ccccc2)ON(c2ccccc2C(F)(F)F)C1=O (centres undefined)	/	72%	/	/	-1%
COc1ccc(OC)c(CNC(=O)CCn2c(=O)c3cccn3c3ccc(F)cc32)c1	3%	0%	2.2%	1%	8%
Cc1ccc(Cl)cc1-c1ccc(/C=N/n2cnnc2)o1	1%	0%	1.5%	-15%	-7%
CC(C)Cc1nc(NCCN2CCOCC2)c(C#N)c2c1COC(C)(C)C2	-14%	2%	8.2%	8%	-7%
CC1CCCN(C(=O)C2CCN(S(=O)(=O)c3cccc4nonc34)CC2)C1 (centres undefined)	-7%	-1%	0.8%	-18%	-5%
O=C(O)Cn1c2ccccc2c2ccccc21	0%	-1%	1.3%	3%	6%
CC(=O)Nc1cccc(NC(=O)C(=O)Nc2ccc3c(c2)N(C(=O)C2CC2)CCC3)c1	-3%	/	8.6%	/	/
COC(=O)c1ccc(C2/C(=C(/O)c3ccc(OC)cc3)C(=O)C(=O)N2Cc2ccco2)cc1 (centres undefined)	4%	7%	0.4%	2%	-2%
CC(NC(=S)NC1CCCCC1)C(c1ccccc1)N1CCOCC1 (centres undefined)	2%	7%	4.2%	-2%	-9%
COc1ccc(/C=C/C(=O)N2CCN(C)CC2)cc1OC	2%	21%	2.1%	-5%	7%
O=C(CNc1cccc(C(F)(F)F)c1)N/N=C/c1ccccc1C(=O)O	-5%	1%	i	-1%	0%
CCN(CC)c1ccc(NS(=O)(=O)c2ccc(OC)cc2)cc1	-6%	28%	0.6%	-8%	0%
CCCn1c(SCC(=O)Nc2c(C)cccc2CC)nnc1C(C)C	5%	-13%	0.5%	1%	-8%
COc1ccc2cc(/C=N/O)c(Cl)nc2c1	-3%	-14%	4.1%	2%	21%
COc1ccccc1NS(=O)(=O)c1ccc(Cl)c(NC(=O)c2sc3cc(Cl)ccc3c2Cl)c1	-1%	-10%	0.8%	4%	3%
O=C(Nc1cccc(C(F)(F)F)c1)c1ccccc1NC(=O)C1CCCCC1	7%	49%	i	-2%	5%

Some of these compounds in order of heavy-atom count, falling.
SMILES	influenza NS1A	M. tuberculosis	VEEV TC-83 Vero	PhoP GFP inhibition	M. tuberculosis HTS
O=C(Nc1cccc(C(F)(F)F)c1)c1ccccc1NC(=O)C1CCCCC1	7%	49%	i	-2%	5%
CC(C)Cc1nc(NCCN2CCOCC2)c(C#N)c2c1COC(C)(C)C2	-14%	2%	8.2%	8%	-7%
CC(NC(=S)NC1CCCCC1)C(c1ccccc1)N1CCOCC1 (centres undefined)	2%	7%	4.2%	-2%	-9%
COc1ccc2cc(/C=N/O)c(Cl)nc2c1	-3%	-14%	4.1%	2%	21%

Remaining list, next part:
SMILES	influenza NS1A	M. tuberculosis	VEEV TC-83 Vero	PhoP GFP inhibition	M. tuberculosis HTS
O=C1CSC(c2cccnc2)N1c1ccc(Cl)cc1 (centres undefined)	-1%	-9%	1.4%	-8%	-2%
Cc1cc(NC(=O)COC(=O)c2ccc([N+](=O)[O-])cc2Cl)no1	6%	-10%	7.2%	/	-15%
CCOc1cc(C(=O)Nc2ccccc2F)cc(Br)c1OCC	8%	5%	0.5%	-8%	1%
COc1ccc(Nc2nnc(-c3ccc(C(=O)NCCO)cc3)c3ccccc23)cc1	-1%	27%	5.4%	4%	9%
Cc1ccc(C(=O)OCc2nc3ccsc3c(=O)[nH]2)o1	7%	-3%	0.4%	-2%	-6%
O=C(N/N=C/c1ccco1)c1cc(-c2ccccc2)nc2ccccc12	2%	9%	2.0%	5%	5%
CCc1nnc(NC(=O)CSc2nc3c(c(=O)n2CC)SC(C)C3)s1 (centres undefined)	-14%	10%	i	3%	-1%
CN(CC(=O)Nc1ccc(OC(F)(F)F)cc1)S(=O)(=O)c1cnc[nH]1	11%	8%	0.0%	3%	1%
CC(=O)CN1Cc2ccccc2/C1=N\C(=O)Nc1ccccc1	-2%	-3%	i	-6%	-9%
Cc1ccc2cccc(N=Cc3c(C)[nH]n(-c4ccccc4)c3=O)c2n1	3%	56%	8.2%	-3%	?
O=C(Nc1nc2cc3c(cc2s1)OCCO3)c1cccc(N2C(=O)CCC2=O)c1	1%	-15%	0.5%	16%	-7%
COC1=C/C(=C/c2c(N)n3nc(-c4ccc(C)cc4)sc3nc2=O)C=CC1=O	7%	/	13%	/	/
O=C(NC(=S)N(Cc1ccccc1)Cc1ccccc1)C1CCCCC1	-3%	-10%	1.0%	4%	6%
Cc1ccsc1CN1CC(=O)N(c2c(C)cccc2C)C1=S	7%	4%	0.4%	-11%	8%
Cc1ccc(S(=O)(=O)c2cc3c(=O)n4ccccc4nc3n(Cc3ccco3)c2=N)cc1C	/	18%	/	-6%	9%
CCOC(=O)Cc1csc(NC(=O)CSc2nnc(-c3ccc(NS(=O)(=O)CC)cc3)o2)n1	0%	0%	0.3%	-5%	2%
CCCCCCN[C@H]1CCC2C3CC=C4C[C@@H](O)CC[C@]4(C)C3CC[C@@]21C (some centres undefined)	10%	?	i	/	?
CCCCNS(=O)(=O)c1ccc2nc(SCC(=O)Nc3cccc(F)c3)[nH]c2c1	-9%	22%	6.9%	-4%	-2%
COc1ccc2[nH]cc(CCNC(=O)CCC3CCCCC3)c2c1	0%	51%	1.1%	-8%	-3%
CN(C)c1ccc(/C=C(/C(=O)c2ccc(Cl)cc2Cl)n2cncn2)cc1	-4%	6%	1.9%	4%	1%
COC(=O)/C(=C\c1c(OC)cc(OC)cc1OC)C(=O)c1ccc2c(c1)OCO2	1%	-12%	0.9%	-31%	17%
O=C(N/N=C/c1ccc2c(c1)OCO2)c1ccc(NS(=O)(=O)c2cccs2)cc1	-9%	-1%	0.5%	-3%	-12%
O=C(N1CCOCCOc2ccccc2OCCOCC1)C(F)(F)F	-2%	0%	0.5%	-6%	5%
COc1ccccc1/C=N\NC(=O)c1ccc(COc2ccc(C)c(C)c2)o1	2%	-1%	3.5%	-1%	2%
CCN1CCC(NC(=O)Nc2ccccc2C(=O)OC)CC1	-1%	3%	i	-6%	-5%
COc1ccc(NC(=O)CS(=O)CC(=O)N2CCN(C3CCCC3)CC2)cc1 (centres undefined)	-9%	-6%	i	7%	3%
Cc1ccc(S(=O)(=O)N2CCCC(CCC(=O)NCc3ccccc3F)C2)s1 (centres undefined)	-9%	14%	0.3%	-7%	-5%
COc1ccc(OC)c(-n2c(SCC(=O)NCc3ccco3)nnc2-c2c[nH]c3ccccc23)c1	3%	32%	10%	-6%	-9%
CC(C)c1ccccc1NC(=S)NCc1nc2ccccc2[nH]1	-6%	41%	2.3%	-3%	3%
COc1cccc2cc(C(=O)N3CCc4ccccc4C3)c(=O)oc12	-18%	3%	0.5%	-1%	-4%

Filtered by structure, the entries above containing a COOH group.
SMILES	influenza NS1A	M. tuberculosis	VEEV TC-83 Vero	PhoP GFP inhibition	M. tuberculosis HTS
O=C(O)Cn1c2ccccc2c2ccccc21	0%	-1%	1.3%	3%	6%
O=C(CNc1cccc(C(F)(F)F)c1)N/N=C/c1ccccc1C(=O)O	-5%	1%	i	-1%	0%

Remaining list, next part
SMILES	influenza NS1A	M. tuberculosis	VEEV TC-83 Vero	PhoP GFP inhibition	M. tuberculosis HTS
COc1cc2nc(Nc3ccc(C)c(C)c3)nc(N)c2cc1OC	3%	?	22%	-5%	?
COc1cc(S(=O)(=O)NCCc2ccc3c(c2)OCO3)ccc1-n1cnnn1	5%	7%	i	-10%	-6%
O=C(Cc1ccc(Br)c2ccccc12)N/N=C/c1ccccn1	5%	?	4.1%	9%	?
O=C(Nc1ccccn1)c1cc(-c2ccc(Cl)s2)nc2ccccc12	-13%	20%	9.1%	/	-2%
CCn1c2ccccc2c2cc(/C=C(/C#N)C(N)=S)ccc21	-3%	/	11%	/	/
O=[N+]([O-])c1ccccc1CNC(Cc1ccccc1)c1ccccc1 (centres undefined)	-4%	8%	i	1%	2%
COc1cccc(C2(O)CCN(CC(=O)NCC3CC3)CC2)c1	-5%	-10%	0.3%	7%	-1%
COCCOc1ccc(C(F)(F)F)cc1N	-8%	-3%	i	4%	-1%
COc1ccc2c(c1)c(C(=O)O)c(C)n2CC(C)C	8%	-10%	1.1%	-6%	-7%
CC(Sc1ncnc2ccccc12)C(=O)Nc1ccc2c(c1)OCCO2 (centres undefined)	6%	8%	0.6%	-2%	7%
COc1cccc2c(=O)n(CC(=O)NCCc3ccccc3)ccc12	-8%	6%	1.4%	-12%	-2%
O=C(Nc1ccc(N2CCOCC2)c(F)c1)c1ccncc1	-21%	-5%	0.1%	-3%	-2%
Cc1nn(C)c(Cl)c1CN1CCCC(CO)(Cc2ccccc2)C1 (centres undefined)	-15%	13%	i	3%	3%
COc1ccc2c(c1)c1nnc(SCC(=O)Nc3ccccc3F)nc1n2C	-10%	-23%	0.3%	0%	1%
COc1ccc(-c2cc(C)no2)cc1S(=O)(=O)N(C)Cc1ccco1	8%	10%	4.4%	2%	-5%

Among those listed so far, two contain a nitro group on carbon.
SMILES	influenza NS1A	M. tuberculosis	VEEV TC-83 Vero	PhoP GFP inhibition	M. tuberculosis HTS
Cc1cc(NC(=O)COC(=O)c2ccc([N+](=O)[O-])cc2Cl)no1	6%	-10%	7.2%	/	-15%
O=[N+]([O-])c1ccccc1CNC(Cc1ccccc1)c1ccccc1 (centres undefined)	-4%	8%	i	1%	2%

The list continues:
SMILES	influenza NS1A	M. tuberculosis	VEEV TC-83 Vero	PhoP GFP inhibition	M. tuberculosis HTS
COc1cccc(C(O)c2nc3ccccc3n2C)c1 (centres undefined)	-5%	-8%	1.4%	5%	-2%
CC(C)CCN(C(=O)c1ccc(N2CCCC2=O)cc1)c1c(N)n(Cc2ccccc2)c(=O)[nH]c1=O	-3%	13%	1.3%	0%	-5%
COC(=O)c1ccc(NC(=O)CSc2nncn2-c2cccnc2)cc1	5%	2%	i	14%	-2%
Cc1ccc(C23CC4CC(CC(NC(=O)NN)(C4)C2)C3)cc1	1%	8%	2.0%	-11%	-3%
O=C(COC(=O)c1ccco1)c1ccc(F)cc1	10%	38%	i	-7%	-7%
COc1cc2nc(Cl)nc(NCCO)c2cc1OC	8%	2%	0.1%	3%	2%
COc1ccc(-c2onc(C)c2-c2ccccc2)c(O)c1	23%	16%	0.2%	-2%	12%
O=C(COC(=O)c1n[nH]c2ccccc12)c1cc(F)ccc1F	-3%	5%	2.9%	-22%	1%
N#CC(c1nc2ccccc2nc1N1CCCC1)S(=O)(=O)c1ccccc1 (centres undefined)	4%	3%	2.6%	-20%	-17%
COc1cc(C(=O)NCCCn2ccnc2)cc(OC)c1OC	-6%	9%	1.4%	-8%	-6%
COc1nc2ccccc2c(=O)n1-c1ccc(C)cc1	-5%	5%	0.3%	-3%	5%
CCN(C(=O)CN1C(=O)COc2ccc(S(=O)(=O)N3CCCCCC3)cc21)c1cccc(C)c1	-7%	45%	4.5%	-3%	-2%
Cc1noc(C)c1-c1nc(CSc2ccc(Cl)cc2)no1	-7%	17%	2.7%	-1%	-3%
COc1ccc(C(=O)/C=C/Nc2cc(C)on2)cc1	-8%	14%	i	-13%	-11%
Cc1cc(Oc2ccccc2)nc(N)n1	5%	7%	2.3%	-10%	-8%
CN1CCN(C(c2cccc(C(F)(F)F)c2)c2nnnn2C(C)(C)C)CC1 (centres undefined)	-6%	25%	0.4%	-7%	1%

Assay outcomes (PubChem BioAssay)
